V1R ag counter – agonists of human V1a receptor, primary screen, counter-screen for OXTR agonist project, fluorescence, CHO-V1R cells | Vasopressin V1a receptor (Homo sapiens), P37288 | hit rate 0.25% among 320,000 | Fluo-8 calcium fluorescence, agonist mode; 0% DMSO, 100% 3 nM vasopressin | activation, % at 3 µM | AID 2797, 2010;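 active means activation above the mean activation of all tested compounds plus 3 SD, per screening run, cut at about 20% in these data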;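 further: signal is peak over basal fluorescence ratio across a 100 second FLIPR read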
TAAR1 agonist – human TAAR1 agonists, primary screen, Fluo-8 calcium fluorescence, CHO RD-HGA16 cells. Trace amine-associated receptor 1 (Homo sapiens), Q96RJ0. vehicle wells 0%, saturating PEA agonist 100%. activation, % at 3 µM. hit rate 0.99% among 360,000;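 active means activation above the mean activation of all test compounds in the run plus 3 SD, cut at about 38% in these data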
Target sequence (Q96RJ0 whole entry, looked up): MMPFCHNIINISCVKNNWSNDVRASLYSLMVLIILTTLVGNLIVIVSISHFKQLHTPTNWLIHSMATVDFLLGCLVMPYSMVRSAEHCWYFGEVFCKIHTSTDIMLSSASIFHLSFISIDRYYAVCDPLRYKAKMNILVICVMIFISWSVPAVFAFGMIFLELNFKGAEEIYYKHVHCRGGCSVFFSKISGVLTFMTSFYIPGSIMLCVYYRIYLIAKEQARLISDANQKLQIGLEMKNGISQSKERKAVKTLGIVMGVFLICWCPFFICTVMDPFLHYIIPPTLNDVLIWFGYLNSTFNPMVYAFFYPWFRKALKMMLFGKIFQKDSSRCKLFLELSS
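System: CHO RD-HGA16 cells carrying human TAAR1 plus Gα16; Incubation: 17-24 h seeding, 75 min 37 °C dye, 30 min RT; Measured by: Fluo-8 fluorescence, 5 s baseline then 140 s kinetic read; Control set: DMSO and PEA EC100; Replication: single well for each compound.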
CHO-K1 Ca antag – M1 antagonist counterscreen hit in parental CHO-K1 cells. ATP-induced calcium, Fluo-8 fluorescence. inhibition, % at 3 µM. hit rate 0.6% among 360,000. AID 602250;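 active means inhibition above a per-plate cutoff, the plate's mean sample inhibition plus 3 SD, cut at about 24% in these data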;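 further: 0% = DMSO plus EC80 ATP and 100% = DMSO alone without ATP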
OXTR potentiator – human OXTR potentiators, primary screen, fluorescence, CHO-OTR cells, Fluo-8 calcium; Oxytocin receptor (Homo sapiens), P30559; Fluo-8 calcium fluorescence, potentiator mode; 0% = oxytocin EC15, 100% = EC100; activation, % at 3 µM; hit rate 0.061% among 320,000;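 active means activation above that plate's cutoff, the mean activation of tested compounds plus 3 SD, cut at about 6.6% in these data, passing the limit was not always enough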;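 further: 100% uses oxytocin at 75 nM as the full agonist control; some results filed as inactive read as strong as hits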
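Material: human OTR in CHO cells. Compound: 3.0 µM, one dose. Timing: compound 6 min at room temperature before oxytocin, 100 s read. Evaluation: % activation of max/min ratio relative to oxytocin controls. Replication: single well per compound, singlicate. Signal: Fluo-8 calcium dye fluorescence.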
CHO parental Ca – ATP-evoked calcium signal inhibitors, parental CHO, primary screen, counter-screen for OX1R antagonist project, cell-based, fluorescence, Fluo-8 calcium dye. hit rate 0.63% among 330,000. inhibition, % at 5.6 µM. parental CHO-K1, ATP-induced calcium, Fluo-8 fluorescence;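 active means inhibition above that plate's mean sample inhibition plus 3 SD, cut at about 26% in these data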;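 further: 0% = ATP-challenged DMSO wells and 100% = DMSO wells without ATP; some compounds past the cut are filed as inactive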
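test system = CHO parental line | reagent = ATP stimulus | measured by = intracellular calcium via Fluo-8 no-wash fluorescent dye | control set = ATP and no-ATP DMSO wells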
TAAR1 antag – human TAAR1 antagonists, primary screen, Fluo-8 calcium fluorescence, CHO RD-HGA16 cells. inhibition, % at 3 µM. hit rate 1.5% among 360,000. Trace amine-associated receptor 1 (Homo sapiens), Q96RJ0. antagonist;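 active means inhibition above a per-plate cutoff, the mean inhibition of test compounds on that plate plus 3 SD, cut at about 49% in these data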;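 further: 0% = DMSO plus EC80 beta-PEA response and 100% = DMSO alone without agonist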
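Test system – hTAAR1-expressing CHO RD-HGA16 cells, Gα16-coupled · Reagent – β-PEA at EC80 concentration, post-compound challenge · Compound dosing – 3 µM, single point · Timing – 140 s kinetic read after compound, 140 s after agonist · Detection – Fluo-8 intracellular calcium dye fluorescence, real-time kinetic reads · Control set – DMSO and EC80 PEA controls · Repeats – n of 1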
CHO-K1 Ca PAM – nonselective calcium activators in parental CHO-K1 cells, primary screen, counter-screen for M1 PAM project, cell-based, Fluo-8 calcium fluorescence, full deck, 1536-well; hit rate 0.02% among 360,000; activation, % at 3 µM; ATP EC20; 0% at ATP EC20, 100% at ATP max; AID 602247, 2012;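 active means activation above the run cutoff, the mean activation of all test compounds plus 3 SD, cut at about 40% in these data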;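 further: peak over basal fluorescence ratio in a 140 s read after ATP addition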
CHO-K1 Ca ag – counter-screen for M1 agonists: effect in parental CHO-K1 cells. AID 602248, 2012. Fluo-8 calcium fluorescence; scaled to maximal ATP response, vehicle zero. hit rate 0.48% among 360,000. activation, % at 3 µM; in the data active means activation above about 15%;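 further: untransfected CHO-K1 host cells lacking M1 receptor as counterscreen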
M1 ag – human M1 muscarinic receptor agonists, primary screen, Fluo-8 calcium fluorescence, CHO-K1 cells, HTS; AID 588814, 2011; activation, % at 3 µM; hit rate 0.33% among 360,000; CHO-K1 hM1, agonist mode; 0% DMSO, 100% acetylcholine EC100; Muscarinic acetylcholine receptor M1 (Homo sapiens), P11229;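 active means activation above the run's mean compound activation plus 3 SD, cut at about 16% in these data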;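 further: peak over basal fluorescence ratio within a 140 s kinetic read after compound addition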
Target sequence (P11229 whole entry, looked up): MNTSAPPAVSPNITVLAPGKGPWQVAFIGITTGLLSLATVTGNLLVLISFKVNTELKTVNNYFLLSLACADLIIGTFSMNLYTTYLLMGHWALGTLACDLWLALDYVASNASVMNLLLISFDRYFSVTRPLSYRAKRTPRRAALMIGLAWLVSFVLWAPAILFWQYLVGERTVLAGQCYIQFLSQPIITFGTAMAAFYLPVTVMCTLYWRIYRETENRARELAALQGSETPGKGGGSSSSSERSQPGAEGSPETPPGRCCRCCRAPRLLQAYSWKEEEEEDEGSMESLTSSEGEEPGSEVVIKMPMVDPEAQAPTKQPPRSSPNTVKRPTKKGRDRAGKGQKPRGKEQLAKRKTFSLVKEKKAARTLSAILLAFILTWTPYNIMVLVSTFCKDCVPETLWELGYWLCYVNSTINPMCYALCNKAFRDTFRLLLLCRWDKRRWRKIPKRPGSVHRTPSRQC
* = called active by the depositor; / = not tested or not shown. An unsorted share of the library. About 3.3% of those tested had a hit in this group.

SMILES	V1R ag counter	TAAR1 agonist	CHO-K1 Ca antag	OXTR potentiator	CHO parental Ca	TAAR1 antag	CHO-K1 Ca PAM	CHO-K1 Ca ag	M1 ag
Cc1ccc2[nH]c3c(=O)n4c(nc3c2c1)SCC4	-0.8	-0.8	-8.9	-6.3	-12.2	-4.7	21.2	1.6	-14.2
O=C(c1ccc(F)cc1)N(Cc1ccco1)C1CCS(=O)(=O)C1 (configuration not stated)	0.3	0.6	-3.2	-12.4	-6.6	-6.4	10.5	0.5	-3.9
CC1(C(=O)Nc2cccc3ccccc23)CC1(Br)Br (configuration not stated)	-1.6	2.1	12.9	-2.0	-12.6	-25.2	-21.3	4.8	-2.6
COc1ccc(NC(=O)C2CCN(S(=O)(=O)c3c(C)nn(C)c3C)CC2)cc1	1.7	-0.5	-15.3	-1.2	2.9	-5.5	-7.9	1.0	-2.0
COc1cc(C(C(=O)NC2CCCC2)N(C(=O)c2snc(C(N)=O)c2N)c2ccccc2)cc(OC)c1OC (configuration not stated)	0.9	-1.2	-12.9	-7.7	-12.5	11.1	13.5	0.6	-3.8
CCOC(=O)/C(C#N)=C/c1cn(CCC(=O)O)nc1-c1ccc(OC)cc1	-0.9	9.2	-12.1	-6.1	18.4	-3.9	13.6	0.4	-1.8
CN(C(=O)COC(=O)CNS(=O)(=O)/C=C/c1ccccc1)C1CCS(=O)(=O)C1 (configuration not stated)	-0.8	0.3	-14.8	-10.9	1.4	3.9	20.9	0.7	-4.1
CCCCC#Cc1ccc2c(c1)COc1c3ccccc3nn1-2	-0.1	-1.6	-12.4	-1.6	-16.4	-19.1	1.3	-0.3	-6.2
O=c1ccnc(SCc2ccccc2Cl)[nH]1	-0.6	8.4	27.8*	-1.9	-20.6	8.2	-8.5	-0.1	-2.2
CC(C)(C)c1cc(NC(=O)Nc2ccccc2)no1	3.9	25.3	22.2	-22.1	-11.0	38.9	-9.2	2.4	-1.1
CCOC(=O)c1ccc(NC(=O)C2CC3CCC2C3)cc1 (configuration not stated)	0.2	-0.1	10.2	-8.1	-10.2	3.9	5.4	2.9	-4.8
CC(c1ccco1)N(C(=O)c1ccc(S(=O)(=O)N2CCCCC2)cc1)c1ccccn1 (configuration not stated)	0.7	4.3	4.8	-12.8	-4.5	3.0	6.6	0.7	-4.8
CCn1ncc(Br)c1C(=O)Nc1cccc(F)c1	-0.6	4.8	8.0	-1.2	2.3	-10.5	6.7	2.2	-3.8
CCOC(=O)C1(C)CCN1C(=O)c1ccc(C(=O)OC)cc1 (configuration not stated)	/	-0.7	-6.2	/	/	-6.2	7.2	0.2	-1.2
O=C(OCC(=O)N1CCCC1=O)c1ncc(Cl)c(Cl)c1Cl	-0.1	1.1	-0.5	-12.5	-4.5	-6.3	3.5	0.9	-4.5
NNC(=O)c1ccc(Cn2cc(Br)c(N)n2)cc1	-0.8	-0.4	3.2	-1.7	-7.9	-7.2	-2.4	3.2	-3.7
CCOc1ccc(/C=C2\SC(=O)N(CCNC(=O)C3COc4ccccc4O3)C2=O)cc1OC (configuration not stated)	4.7	8.7	16.6	-12.2	-15.7	77.9*	-10.1	7.9	-0.7
CCOC(=O)N1CCC(Nc2ccc3nnc(-c4ccccc4)n3n2)CC1	0.8	2.9	0.3	-7.1	-8.4	34.5	11.2	2.4	-9.7
C#Cc1cccc(C(=O)N2CCCC(Nc3cccc(F)c3)C2)c1 (configuration not stated)	0.1	3.1	4.8	-7.9	-10.6	-8.8	-5.8	1.8	-2.2
COC(=O)c1c(C)nc(C)c2c(=O)oc3ccccc3c12	0.5	3.8	13.1	-2.9	-10.5	-7.7	-3.4	0.1	0.1
COc1ccccc1C(=O)NNC(=O)Cc1ccccc1	-0.2	0.7	-12.7	-4.3	-3.9	-15.7	5.4	-0.1	-2.8
CCNC(=O)NC(=O)C(C)OC(=O)CCS(=O)(=O)c1ccc(C)cc1 (configuration not stated)	0.7	-0.1	-11.0	-18.7	-13.8	-5.4	10.3	1.1	-1.6
COc1ccc(CCNC(=S)NNC(=O)c2c(Br)c(C)nn2C)cc1OC	/	1.7	-6.1	/	/	-11.0	-3.6	0.1	-1.8
CCCNC(=O)C1(C)CCN(CCC(=O)c2ccc(Br)cc2)C1 (configuration not stated)	/	2.8	3.6	/	/	-14.5	-10.0	0.1	-7.7

Full records, looked up by structure.
`O=C(OCC(=O)N1CCCC1=O)c1ncc(Cl)c(Cl)c1Cl` as listed: V1R ag counter: -0.1; TAAR1 agonist: 1.1; CHO-K1 Ca antag: -0.5; OXTR potentiator: -12.5; CHO parental Ca: -4.5; TAAR1 antag: -6.3; CHO-K1 Ca PAM: 3.5; CHO-K1 Ca ag: 0.9; M1 ag: -4.5
`CCNC(=O)NC(=O)C(C)OC(=O)CCS(=O)(=O)c1ccc(C)cc1` (configuration not stated) as listed: V1R ag counter: 0.7; TAAR1 agonist: -0.1; CHO-K1 Ca antag: -11.0; OXTR potentiator: -18.7; CHO parental Ca: -13.8; TAAR1 antag: -5.4; CHO-K1 Ca PAM: 10.3; CHO-K1 Ca ag: 1.1; M1 ag: -1.6
`COc1ccc(CCNC(=S)NNC(=O)c2c(Br)c(C)nn2C)cc1OC` as listed: V1R ag counter: /; TAAR1 agonist: 1.7; CHO-K1 Ca antag: -6.1; OXTR potentiator: /; CHO parental Ca: /; TAAR1 antag: -11.0; CHO-K1 Ca PAM: -3.6; CHO-K1 Ca ag: 0.1; M1 ag: -1.8

Next part
SMILES	V1R ag counter	TAAR1 agonist	CHO-K1 Ca antag	OXTR potentiator	CHO parental Ca	TAAR1 antag	CHO-K1 Ca PAM	CHO-K1 Ca ag	M1 ag
CC(C)n1cnnc1SCC(=O)Nc1cccc(S(=O)(=O)N(C)c2ccccc2)c1	2.3	2.6	-12.4	-5.1	-11.0	-23.2	3.8	3.0	1.5
CN(C)c1ccc(/C=C/c2nnnn2-c2ccccc2)cc1	0.3	-1.5	4.2	-8.6	-7.0	11.8	-11.5	0.3	-4.5
CN(CCO)S(=O)(=O)c1ccc2c(c1)C(=O)c1cc(S(=O)(=O)N(C)CCO)ccc1-2	0.0	2.0	-8.1	-10.7	-6.8	-3.8	18.4	1.0	-3.4
Cc1[nH]n(-c2nc(-c3ccccc3F)cc(=O)[nH]2)c(=O)c1CCO	1.4	-0.2	-10.0	-1.7	-14.6	3.8	3.1	0.9	-5.3
CCN(CC)CCNc1cc(C)c(C#N)c2nc3ccccc3n12	0.9	0.1	1.7	0.3	-14.6	-5.2	13.1	0.3	-3.9
CCOC(=O)C1=C(C)NC(=O)CC1c1cc(OC)c(OC)cc1Br (configuration not stated)	1.1	7.5	14.7	-4.1	-17.2	-3.6	-10.6	-0.1	-11.9
O=C(NC1CC1)c1ccc(CN(c2ccccc2)S(=O)(=O)c2ccccc2)cc1	2.2	3.9	11.7	-10.4	-21.7	11.7	-10.4	0.1	-7.7
CCC(=O)OCC(=O)Nc1ccc2c(c1)OCO2	0.5	0.6	-7.4	-8.9	-6.5	-4.2	5.6	0.4	-1.6
Cc1ccc(NC(=O)CN(Cc2ccccc2)S(C)(=O)=O)cc1C	-0.6	9.8	-2.0	-0.4	-11.5	-12.3	8.0	1.3	-6.4
C/C(Cn1nnc([N+](=O)[O-])n1)=N\NC(=O)c1ccc(Cl)c(Cl)c1	0.3	0.2	-7.2	-1.9	3.1	-6.1	-0.4	0.1	-2.7
COc1ccccc1NC(=O)Nc1nc(C(N)CCc2ccccc2)cs1 (configuration not stated)	/	8.4	4.8	/	/	8.8	7.3	3.9	3.6
CC1CCCCC1NC(=O)CSc1nnc(CN2CCOCC2)n1C (configuration not stated)	0.9	9.2	-4.6	1.9	-5.7	9.2	19.1	0.4	-3.1
Cc1ccnc(NC(=O)c2cccc([N+](=O)[O-])c2C)c1	0.4	3.4	-2.6	-4.5	-3.3	-1.3	3.6	0.7	-5.9
Cc1ccc(S(=O)(=O)CC(=O)NC(C)(C)C)cc1	0.2	-0.1	0.9	-1.0	-1.8	-0.1	8.1	0.2	-1.4
Cc1c(NC(=O)c2cc(-c3ccccc3O)on2)c(=O)n(-c2ccccc2)n1C	0.2	1.2	-3.0	3.0	-2.7	-9.7	15.4	0.3	-0.8
CCCc1nnc(SCC(=O)NC2CCCCC2)n1CCOC	0.5	0.4	-8.6	-3.4	-0.3	-16.4	-9.5	-0.3	0.5
CC(=O)c1c(C)nc(-c2ccc(Cl)cc2Cl)n1O	0.3	9.1	-2.6	-6.5	1.3	-12.4	9.8	-0.2	3.0
CC1CC(C)(C)NC(=S)N1CC(=O)N(C)Cc1ccccc1 (configuration not stated)	0.1	4.7	0.8	1.4	-5.6	-9.2	15.8	0.4	-8.3
COC(=O)c1sc(NC(=O)CC(C)C)c(C(=O)OC)c1C	-0.1	14.0	-17.8	-4.4	-29.7	-4.9	15.3	0.3	-1.8
COC(=O)c1ccccc1NC(=O)c1ccc(COc2ccc3c(c2)CCC3)cc1	1.5	5.7	-6.9	-4.8	-10.8	-13.5	6.9	0.4	-0.7
Cc1nnsc1C(=O)Nc1ccc(Cl)cc1	-0.9	7.3	-1.8	-0.5	-4.3	2.6	2.9	0.8	-4.4
CCOc1ccc(N(CC(=O)Nc2cccc(C)c2)S(C)(=O)=O)cc1	2.5	1.0	-9.7	2.8	-5.2	-8.9	20.8	0.3	-0.1
C#Cc1ccc([C@H]2C=C(C(=O)O)O[C@@H](OCCCCO)C2)cc1	0.9	15.0	-3.1	-4.2	12.9	-3.2	7.6	0.0	-4.3
COc1ccc(C(=O)/C=C2/c3ccccc3CC(C)(C)N2C)cc1OC	0.7	4.5	-4.3	-2.0	-8.9	-24.2	8.2	0.7	1.1
O=C(NCc1ccccc1)c1cc(-n2cnnc2)ccc1Cl	1.1	9.0	0.5	-8.8	-2.7	8.5	2.1	0.1	-1.8
CCOc1ccc(-c2nnc(-c3snc(-c4ccc(F)cc4)c3N=CN(C)C)o2)cc1	0.2	7.9	-10.1	-8.9	-6.2	-0.4	10.1	0.5	-2.4
CCCn1nc(Oc2nc(SC)nc(N(C)C)n2)ccc1=O	0.4	8.8	-6.8	-2.3	-11.2	-4.4	15.9	1.2	-2.6
